D1 allo mod – allosteric modulators of human D1 dopamine receptor; P21728; HEK293 D1, CRE-luciferase, dopamine EC30 potentiation; actives deviate in either direction; B-score at 10 µM; 5.9% of 58,000 active; AID 641;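 active = luminescence count or its row- and column-corrected plate score outside the 99.7% band of the plate's sample wells, on either side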
RORa activator – activates the human nuclear receptor RORA. P35398. CHO-K1 Gal4-RORA LBD luciferase reporter, luminescence; percent increase over mock-subtracted basal signal. activation, % at 10 µM. 1.5% of 65,000 active. AID 560;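 active = activation above the mean of all tested compounds plus 3 SD, cut at about 49% in these data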;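 note: 0% = DMSO-treated RORA cells and 100% = added signal equal to DMSO minus mock-transfected cells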
TNAP act DEA – activates human TNAP at intermediate phosphate acceptor concentration; P05186; purified TNAP, CDP-star luminescence, 100 mM DEA, 30 min; hits give high values; scale: 0 levamisole-inhibited, 1 vehicle-only enzyme; activation factor at 20 µM; 64,000 tested, under 10 active;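 active = activation factor of at least 2 at 20 µM, relative to controls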
Target sequence (P05186 whole entry, looked up): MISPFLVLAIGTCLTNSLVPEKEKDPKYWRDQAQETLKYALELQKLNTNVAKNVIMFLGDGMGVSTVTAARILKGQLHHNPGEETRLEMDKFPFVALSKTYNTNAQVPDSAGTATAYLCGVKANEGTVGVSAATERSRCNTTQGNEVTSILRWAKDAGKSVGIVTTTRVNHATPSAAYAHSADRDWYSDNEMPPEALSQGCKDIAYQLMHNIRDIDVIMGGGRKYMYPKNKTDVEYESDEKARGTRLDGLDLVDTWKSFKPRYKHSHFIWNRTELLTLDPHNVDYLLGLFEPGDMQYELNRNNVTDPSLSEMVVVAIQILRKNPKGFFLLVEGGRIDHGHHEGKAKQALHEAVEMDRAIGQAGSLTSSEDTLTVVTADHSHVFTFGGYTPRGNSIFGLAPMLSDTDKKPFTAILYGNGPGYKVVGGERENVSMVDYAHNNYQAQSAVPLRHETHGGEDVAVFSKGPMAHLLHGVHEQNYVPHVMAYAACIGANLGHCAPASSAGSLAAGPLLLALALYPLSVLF
MKP-1 inh – human dual specificity phosphatase 1 inhibition. recombinant MKP-1, OMFP hydrolysis fluorescence. inhibition, %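 (compounds tested at a single concentration somewhere between 10 and 100 µM)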. 0.15% of 65,000 active. AID 374;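 active = inhibition above about 50%, limit read from the data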;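 note: 0% = DMSO max control wells and 100% = wells with enzyme stopped by NaOH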
Target sequence (P28562 whole entry, looked up): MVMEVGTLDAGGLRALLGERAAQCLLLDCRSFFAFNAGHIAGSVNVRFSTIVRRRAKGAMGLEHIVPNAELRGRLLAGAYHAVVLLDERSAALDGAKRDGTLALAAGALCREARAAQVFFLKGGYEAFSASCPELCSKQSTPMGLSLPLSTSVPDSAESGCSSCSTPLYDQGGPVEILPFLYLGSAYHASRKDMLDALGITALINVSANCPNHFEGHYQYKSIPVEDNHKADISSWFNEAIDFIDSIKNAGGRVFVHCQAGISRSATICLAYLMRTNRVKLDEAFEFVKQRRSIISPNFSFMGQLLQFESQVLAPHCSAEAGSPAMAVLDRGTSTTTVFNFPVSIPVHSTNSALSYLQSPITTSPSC
FXIIa inh mix – inhibitors of human coagulation factor XIIa, pooled mixtures; P00748; purified FXIIa, fluorogenic substrate; inhibition, % at 5 µM; 0.2% of 62,000 active; AID 684; in the data active = inhibition above about 20%, passing the limit was not always enough;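 note: 0% = enzyme without compound and 100% = no enzyme blank; some results filed as inactive read as strong as hits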
SF1 activator – SF-1 (human) activation; Q13285; CHO-K1 Gal4-SF-1 LBD luciferase reporter; % increase over DMSO SF-1-specific signal; activation, % at 10 µM; 1.9% of 65,000 active; AID 522;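 active = activation above the mean activation of all tested compounds plus 3 SD, cut at about 50% in these data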
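Test system: CHO-K1 cells co-transfected with Gal4 DBD–human SF-1 LBD, 5xGal4 luciferase reporter. Quantity: 4,000 cells per well. Compound: 10 µM only. Incubation: compound added 1 h post-seeding, 20 h exposure at 37 °C, 5% CO2. Detection: SteadyLite luciferase luminescence. Replication: one test per compound.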
Hsp90 block – displaces geldanamycin probe from tumor Hsp90; inhibition, % at 30 µM; AID 429; 0.35% of 64,000 active; NCI-N417 lysate Hsp90, Cy3B-geldanamycin FP displacement;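 active = inhibition above 50%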;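 note: 0% = tracer plus lysate wells and 100% = tracer alone without lysate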
HER2 expr 66K – lowers expression of human Her2 kinase | P04626 | SKBR-3 HER2 protein level, AlphaScreen, 18-24 h; hits give low values | HER2 level % of control, % at 10 µM | 0.69% of 65,000 active | AID 645;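 active = HER2 level under 5% of the carrier-only control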;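 note: 100% = DMSO carrier and 0% = 500 nM PU-H71 HSP90 inhibitor; lower value means stronger loss of Her2 protein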
Cdc25B inh – human M-phase inducer phosphatase 2 inhibition; inhibition, %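 (compounds tested at 10 µM final in the well)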; P30305; 0.1% of 65,000 active; recombinant Cdc25B, OMFP fluorescence Ex485/Em525; AID 368; in the data active = inhibition above about 50%
Numbers without * were called inactive; . = no result given.

SMILES	D1 allo mod	RORa activator	TNAP act DEA	MKP-1 inh	FXIIa inh mix	SF1 activator	Hsp90 block	HER2 expr 66K	Cdc25B inh
O=S(=O)(c1ccccc1)N1CCN(CC(O)COc2ccc3c(c2)CCC3)CC1 (configuration not stated)	0.2	4	0.9	9	-12	12	-3	48	-17
COc1ccc(C)cc1-n1nnnc1SCc1csc(C)n1	0.74	-2	1	20	-18	7	-7	96	-12
Cc1ccc2c(c1)c1c(n2CC(O)CNC(CO)(CO)CO)CCCC1 (configuration not stated)	-0.46	-2	1	2	-3	-7	0	62	-11
CC(=O)NC12CC3CC(C)(C1)CC(NC(C)=O)(C3)C2	-0.014	-13	1	12	-1	-2	-1	.	-2
Cc1nnc(SCc2cc(=O)[nH]c(Nc3nc(C)c4ccccc4n3)n2)s1	-0.21	-6	0.9	34	6	3	-1	69	3
Cc1cccn2c(=O)c3cc(C(=O)NCc4ccccc4)c(=N)n(CCCN4CCOCC4)c3nc12	0.015	12	0.9	12	9	-5	-6	83	-5
COc1ccccc1-n1cc(C(=O)NCC(=O)N2CCN(c3ccccn3)CC2)c2ccccc2c1=O	1.1	11	0.9	4	2	28	-4	90	0
COc1ccc(NCc2cc3cc(OC)ccc3[nH]c2=O)cc1	.	-20	0.9	-10	5	18	88*	82	30
CC(=O)c1cc(C#N)c(SCc2ccncc2)nc1C	5.6*	-2	1.1	-19	.	0	-10	97	-14
O=C(CN1CCOCC1)Nc1ccc(Oc2ccc(NC(=O)CN3CCOCC3)cc2)cc1	-0.81	4	1	5	17	10	-1	97	-10
Nc1nc(CN2CCCCC2)cs1	-0.031	-17	1	9	3	5	4	207	-9
COc1ccc(S(=O)(=O)N(C)CC(=O)N2CCOCC2)cc1	-0.17	-4	0.9	-9	6	-13	-1	70	-1
COc1ccc(NC(=O)C2CC(=O)NC(Nc3cccc(C)c3)=N2)cc1 (configuration not stated)	0.48	5	0.9	23	1	-7	1	88	-8
CCOc1cc(C)c(Cl)cc1S(=O)(=O)n1cnc2ccccc21	-0.78	-25	0.9	15	2	-4	0	98	-2
COC(=O)c1cccc(NC(=O)Cn2cnc3c2c(=O)n(C)c(=O)n3C)c1	0.39	-19	1	2	6	7	-1	124	-8
Nc1c(C(=O)CCC(=O)O)oc2ccc(Cl)cc12	.	-9	0.9	11	1	-1	-2	87	-11
COc1ccc(C(N)=O)cc1N	-0.41	-15	0.9	1	-16	-2	0	128	2
COc1ccc2c(c1)C=CC1(O2)N(CCO)c2ccccc2C1(C)C (configuration not stated)	.	-12	0.9	6	-5	-9	-9	29	-2
Cn1c(=O)c2c(nc(SCc3cc4c(cc3Cl)OCO4)n2C)n(C)c1=O	-0.42	-6	0.9	-1	0	-4	-2	68	-5
COc1ccccc1-c1cc(C(=O)Nc2c(F)cc(F)cc2Br)no1	-0.73	-11	1	5	13	-19	0	81	-20
O=C(/C=C/Nc1ccc(F)c(Cl)c1)c1ccco1	-0.54	62*	0.8	4	1	55*	-2	31	-3
Nc1ccc(-c2nc3ccc(-c4nc5ccccc5o4)cc3[nH]2)cc1	.	33	0.9	16	-10	35	10	128	-2
Cn1c(=O)c2[nH]c(N3CCOCC3)nc2n(-c2ccccc2)c1=O	-0.0024	-2	1	19	-3	8	-2	82	8
COc1ccccc1OCc1nnc(SCC(=O)c2cc(Cl)ccc2OC)o1	0.25	3	0.9	10	2	-13	0	70	-6
CCC(=O)Nc1ccc(Nc2ccccc2)cc1	0.082	-7	1	-8	-1	7	17	98	-12
CCCS(=O)(=O)c1cn2cccc(N)c2c1S(=O)(=O)CCC	0.46	0	0.9	-18	-18	14	-4	125	-2
Cc1nccn1CCc1nc(N)nc(N)n1	-0.43	-5	0.9	2	0	2	-7	87	6
O=C(c1n[nH]c(=O)c2ccccc12)N1CCN(C2c3ccccc3-c3ccccc32)CC1	-0.12	1	0.9	52*	-1	-4	90*	103	2
COc1ccc(C2C(=O)N(C3CCCCC3)CC(=O)N2C2CCCC2)cc1 (configuration not stated)	0.058	3	0.9	6	-20	-7	1	48	-7
N#CCSc1nc2[nH]ncc2c(=O)n1-c1ccccc1Br	1.4	-20	1.1	33	4	-7	1	104	-20
CCOc1ccc2nc(NC(=O)c3ccoc3C)sc2c1	-5.6*	-26	0.9	10	4	-29	-1	92	1
N=c1c(C(=O)NCc2ccc3c(c2)OCO3)cc2c(=O)n3ccccc3nc2n1Cc1cccnc1	1.2	18	0.8	7	4	13	-12	69	4
O=C(OCC(=O)N1CCN(C(=O)c2ccco2)CC1)c1cn(-c2ccccc2)nc1-c1ccccc1	0.063	-10	0.9	37	-2	-4	-4	101	-17
Cc1ccc(C(=O)Nc2ccc(S(=O)(=O)N3CCc4ccccc4C3)cc2)o1	-0.02	-4	0.9	-2	4	5	-4	156	0
CCN(CC)c1nc2n(c(=O)n1)CCN2CC	0.52	-18	0.9	-17	2	-1	-5	100	-4
O=C(O)C1CCCCC1C(=O)Nc1ccccc1F (configuration not stated)	-0.24	-8	0.9	3	7	-8	1	134	-2
O=C(O)CCC(=O)N(Cc1ccco1)c1nc(-c2ccccc2)cs1	0.071	-8	1	32	.	10	-1	92	3
Cc1ccnc(NC(=O)C2CCN(S(=O)(=O)c3cccc4nsnc34)CC2)c1	0.038	-9	0.9	5	9	22	0	91	-4
CCN1C(=O)/C(=C2/C=CC=CN2C)OC1=S	-0.015	-12	0.8	1	13	16	-3	99	-9
Cc1sc2ncn3ncnc3c2c1C	1.4	-6	0.9	-2	3	-8	-3	77	-12
O=C(NCc1ccco1)C1CC(=O)N(c2ccc(F)cc2)C1 (configuration not stated)	-0.24	-5	1	2	7	5	-6	88	5
Cc1ccc(CC(CC(=O)O)C(=O)NC2CCCCC2)cc1 (configuration not stated)	-0.17	-11	1	5	7	2	0	113	-6
O=S(=O)(N1CCCCC1)N1CCN(S(=O)(=O)N2CCCCC2)CC1	-0.71	-21	0.9	1	10	22	-1	110	0
O=S(=O)(c1ccc(F)c(Cl)c1)N1CCCC1	0.18	-10	0.8	-20	-21	-2	-4	89	-4
COc1ccc2nc3oc(C(=O)N4CCCCC4)cc3cc2c1	-1.8	25	0.9	10	7	49	-5	78	-5
Cc1ncoc1C(=O)Nc1ccc(Oc2ccccc2)cc1	-0.67	32	0.9	30	-12	59*	-5	78	-6
Cc1nnc(SCCn2c(N(C)Cc3ccccc3)nc3c2c(=O)[nH]c(=O)n3C)s1	-0.3	-1	0.9	-6	10	5	-4	105	-7
Cc1cc(NC(=O)CCc2ccc(C)o2)no1	-0.038	-11	0.9	16	7	1	-10	74	-4

Single entries from the list:
For HER2 expr 66K, O=S(=O)(c1ccc(F)c(Cl)c1)N1CCCC1 has 89
For RORa activator, Cc1ccc(CC(CC(=O)O)C(=O)NC2CCCCC2)cc1 (configuration not stated) has -11

(further entries)
SMILES	D1 allo mod	RORa activator	TNAP act DEA	MKP-1 inh	FXIIa inh mix	SF1 activator	Hsp90 block	HER2 expr 66K	Cdc25B inh
O=C(NCc1ccccc1F)C1CCCN(C(=O)NC2CCCCC2)C1 (configuration not stated)	-0.027	4	0.9	-4	6	14	1	86	-9
CN(C)c1ccc(O)c2c1CC1CC3[C@@H](N(C)C)C(=O)C(C(N)=O)=C(O)[C@]3(O)C(=O)C1=C2O (some centres not stated)	0.076	0	0.9	-13	2	-6	-2	117	-8
Cc1cc(C)cc(N2CCCn3c2nc2c3c(=O)n(CC(=O)OCc3ccccc3)c(=O)n2C)c1	-1.1*	-13	1	1	2	-1	-1	73	-4
C=CCc1cccc2cc(C(=O)N(C)C)c(=O)oc12	-0.42	14	0.9	4	0	-2	-4	112	6
Cc1ccc(C2Nc3ccccc3C(=O)N2Cc2ccco2)cc1 (configuration not stated)	0.46	6	0.9	-12	-19	-5	-4	84	4
O=C(c1ccccc1)c1cccc(NC(=O)c2ccco2)c1	-0.48	46	0.8	7	5	21	-8	73	-2
COc1ccccc1Nc1nc(N)nc(CSc2nncn2C)n1	12*	-1	0.8	-5	-2	4	1	101	5
O=C(CSc1nc2cc(Cl)ccc2s1)c1ccco1	.	-2	0.9	0	6	5	.	-1.4*	-22
O=C(NCc1ccc(F)cc1)c1c(O)c2cccc3c2n(c1=O)CCC3	1.2	-15	1	-37	0	-10	0	72	-5
CC1CCCCN1S(=O)(=O)c1cccc2cccnc12 (configuration not stated)	0.59	6	1	1	3	-2	0	87	-1
COc1ccc2ccc(Oc3ncccn3)cc2c1	0.8	3	1	-15	1	21	-2	93	-3
CCOC(=O)c1sc(NC(=O)CCN2CCOCC2)c(C(=O)OCC)c1C	0.13	-1	1	26	-17	-9	-1	216	-9

In the list so far, these contain two or more sulfur atoms.
SMILES	D1 allo mod	RORa activator	TNAP act DEA	MKP-1 inh	FXIIa inh mix	SF1 activator	Hsp90 block	HER2 expr 66K	Cdc25B inh
COc1ccc(C)cc1-n1nnnc1SCc1csc(C)n1	0.74	-2	1	20	-18	7	-7	96	-12
Cc1nnc(SCc2cc(=O)[nH]c(Nc3nc(C)c4ccccc4n3)n2)s1	-0.21	-6	0.9	34	6	3	-1	69	3
CCCS(=O)(=O)c1cn2cccc(N)c2c1S(=O)(=O)CCC	0.46	0	0.9	-18	-18	14	-4	125	-2
Cc1ccnc(NC(=O)C2CCN(S(=O)(=O)c3cccc4nsnc34)CC2)c1	0.038	-9	0.9	5	9	22	0	91	-4
O=S(=O)(N1CCCCC1)N1CCN(S(=O)(=O)N2CCCCC2)CC1	-0.71	-21	0.9	1	10	22	-1	110	0
Cc1nnc(SCCn2c(N(C)Cc3ccccc3)nc3c2c(=O)[nH]c(=O)n3C)s1	-0.3	-1	0.9	-6	10	5	-4	105	-7
O=C(CSc1nc2cc(Cl)ccc2s1)c1ccco1	.	-2	0.9	0	6	5	.	-1.4*	-22

The results go on:
SMILES	D1 allo mod	RORa activator	TNAP act DEA	MKP-1 inh	FXIIa inh mix	SF1 activator	Hsp90 block	HER2 expr 66K	Cdc25B inh
CS(=O)(=O)Nn1cnc2ccccc2c1=O	-0.46	-13	0.9	11	4	-11	-1	102	5
COc1ccc2nc(C)cc(N3CCOCC3)c2c1	-1.2	4	0.9	-10	-12	8	2	104	-7
COc1ccc(CCNC(=O)CSc2nc(N)c3c(C)c(C)oc3n2)cc1OC	3.4	-6	0.9	-2	-1	7	3	72	-4
CCOC(=O)c1sc2nc(CC(=O)OC)nc(N3CCN(c4ccccn4)CC3)c2c1C	.	-1	1	8	9	-20	-1	78	-22
O=C(NC1CCCCC1)C1CCN(c2nccs2)CC1	0.36	6	0.9	4	9	0	-2	93	-3
COc1ccc(/C=C/C2=NC(=C\N(C)C)/C(=O)O2)cc1	.	23	0.9	-13	.	50*	3	69	-23
O=C(c1ccccc1)c1nnc(-c2ccncc2)o1	-0.38	-5	1	3	6	1	1	104	-6
COc1ccc2[nH]c(=O)c(CN(C(=O)c3ccncc3)C(C)(C)C)cc2c1	-0.19	1	0.9	3	15	-6	-7	95	3
CCOC(=O)c1c(NC(=O)c2nn(CC)cc2Br)c(C#N)cn1-c1ccccc1	6.7*	-10	0.8	-2	1	1	-12	87	-3
O=c1ccc(S(=O)(=O)N2CCC(Cc3ccccc3)CC2)c[nH]1	-0.95	5	0.9	2	4	10	1	118	-11
Fc1ccc(-c2nnc(NC3=NCCCCC3)o2)cc1	-6.6*	-73	1	2	2	-62	1	88	4
CN(Cc1cccs1)C(=O)COc1cccc(-n2cnnn2)c1	.	-17	1	3	-3	3	.	82	-10
COC(=O)c1cccc(NC(=O)CSc2nnnn2C)c1	0.082	12	1.1	7	-1	9	1	70	2
CN1CCN(C(=O)c2cccc(COc3cc(Cl)ccc3Cl)c2)CC1	-3.7	46	.	4	.	69*	-1	157	-6
CCSc1nnc(NC(=O)c2ccco2)s1	-0.31	53*	.	5	.	22	-1	110	2
C=CCN1CC2CC3(COc4cc(C)cc(C)c4)C=CC2(O3)C1=O (configuration not stated)	1.4	0	0.9	2	0	-18	-4	122	3
CCOC(=O)c1nc(N)sc1C(=O)OCC	3.9	.	1	16	11	.	.	138	-2
COCCn1c(SCC(=O)N2CCCc3ccccc32)nc2ccccc2c1=O	-0.88	18	1	10	-9	0	0	68	-6
